UDG counter: blocks uracil-DNA glycosylase in AID counter-screen | FRET deamination/UDG coupled assay, UDG read, 4 h | Potency, µM (series often up to 115 µM), inactives show at the top dose activity change, negative = inhibition, hits mostly inhibitors | actives 0.14% (n = 91,000); also: nearly all actives have a fitted effect of over 65% in size
AID inh: activation induced cytidine deaminase inhibition; Q9GZX7; AID deamination FRET fluorescence, UDG-coupled, 4 h; Potency, µM (titrated, usually from 115 µM), for inactives: at the highest dose activity change, negative = inhibition, hits mostly inhibitors; actives 0.32% (n = 91,000); AID 1347428; also: nearly all actives have a fitted effect of over 25% in size
Target sequence (Q9GZX7 whole entry, looked up): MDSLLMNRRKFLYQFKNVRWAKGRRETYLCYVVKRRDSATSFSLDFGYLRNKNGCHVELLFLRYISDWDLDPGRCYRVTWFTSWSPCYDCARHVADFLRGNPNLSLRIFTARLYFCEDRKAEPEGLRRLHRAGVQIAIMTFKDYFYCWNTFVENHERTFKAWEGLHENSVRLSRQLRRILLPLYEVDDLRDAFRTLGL
The depositor's hits bear a star; ? = inconclusive; [ ] = dose if it differs, or a comment. Calls follow the shape of the dose curve; as a rule, active = well fitted curve in the direction sought with a large enough effect; inconclusive = small, poorly fitted or top-dose-only effect, or another doubt; inactive = no such curve, though single readings can be large; an effect the other way counts as inactive or inconclusive. % is scaled to controls: 0 for no effect and ±100 for the full control effect; potency is read from the fitted curve at half-maximal effect.

Sequence of screens – UDG counter, AID inh
O=C(O)c1ccc(-c2ccc(/C=N/O)o2)cc1
  1.0%, 15.7%
Cc1cc(F)ccc1NS(=O)(=O)c1ccc(-c2cnc(C3CC3)o2)cc1
  2.6%, -4.4%
COc1ccc(N2CCN(C(=O)C3CCCN(S(=O)(=O)c4ccc5c(c4)CCCN5C(C)=O)C3)CC2)cc1 (configuration not stated)
  -6.7%, -26.8%
O=C(/C=C/c1ccc(C(F)(F)F)cc1)c1cccc(N2CCCC2=O)c1
  -11.0%, ?
CC1CC(O)C(C)N(C)C1 (configuration not stated)
  2.2%, 6.0%
COc1ccccc1N1CN(Cc2cccnc2)Cn2c1nc(C)c(Cc1ccccc1)c2=O
  -5.3%, -2.1%
O=C(Nc1nn[nH]n1)c1ccc(Br)c(S(=O)(=O)N2CCOCC2)c1
  3.0%, 2.0%
CC(=O)Nc1nonc1-c1nnc(SCC(=O)Nc2cc(C)cc(C)c2)n1-c1ccccc1
  0.0%, -1.4%
COc1cc(OC)c(C(=O)NCc2nc(-c3ccccc3)no2)cc1OC
  -19.8%[57.5 µM], 2.6%[57.5 µM]
Cc1cccc(-n2nnnc2C2(NCc3ccccc3)CCCC2)c1
  -5.3%, -18.0%
O=C(CSc1nc(C2CC2)n(-c2ccccc2)n1)N1CCN(c2ccccc2F)CC1
  -5.4%, -19.4%
COc1ccc(CNCCCSc2nnnn2-c2ccccc2)cc1
  -3.4%, -1.0%
Cc1cccc(NC(=O)c2cc(S(=O)(=O)NCc3ccc4c(c3)OCO4)ccc2F)c1C
  -1.8%, 31.0%[activator]
NS(=O)(=O)c1ccccc1
  -0.4%, 12.0%
CCOC(=O)c1ccc2[nH]c(CSc3nnc(-c4cccc(F)c4)n3C)cc(=O)c2c1
  -7.1%[57.5 µM], -8.8%
COc1ccc(Oc2nc3c(c(=O)n(C)c(=O)n3C)n2Cc2ccc(Cl)cc2Cl)cc1
  -11.8%, -0.7%
COc1ccc(Cn2c(SCC(N)=O)nc3c(sc4ccccc43)c2=O)cc1
  -0.4%, 26.4%
O=C(Nc1ncn(Cc2cccc(Cl)c2)n1)c1ccn(COc2ccc(Cl)cc2)n1
  4.8%, 3.0%
Cc1cc(C(=O)Nc2ccc(C(=O)N(C)C)cc2)c2ccccc2n1
  -7.1%, 4.2%
CCOC(=O)C1CCCN(S(=O)(=O)c2csc(C(N)=O)c2)C1 (configuration not stated)
  35.5%[activator], 4.8%
CC(CCc1ccccc1)NC(=O)c1cccnc1Cl (configuration not stated)
  -7.5%, -6.1%
NC1=NC(c2cc(F)cc(F)c2)n2c(nc3ccccc32)N1 (configuration not stated)
  -2.6%, -2.4%
CC(=O)c1cccc(NC(=O)CSc2nc(=O)n(Cc3cccnc3)c3c2CCC3)c1
  37.2%[activator], 195.7%[activator]
CCOc1nc(NC(=O)NC(=O)c2ccccc2)nc(-c2ccccc2)n1
  -5.2%, -2.6%
COc1cc(-c2nc(-c3ccc(Br)cc3)no2)cc(OC)c1OC
  -4.3%, -2.3%
CC12CC3CC(C)(C1)CC(c1ccc(O)cc1)(C3)C2
  -3.0%, -2.8%
CC1CCC2C3(C)COC(C)(C)OC3CC[C@]2(C)[C@@]12CCC1(CCOC1)O2 (some centres not stated)
  0.9%, 1.1%
O=C(Nc1cccc(Br)c1)C1C2CCC3C(CCC21)C3(Cl)Cl (configuration not stated)
  -4.0%, -5.8%
COc1ccccc1NC(=O)CC1C(=O)Nc2nc3ccccc3n21 (configuration not stated)
  31.8%[activator], -10.9%
COc1ccc2c(Sc3ccccc3)c(C(=O)NCC(C)c3ccccc3)[nH]c2c1 (configuration not stated)
  -2.7%, 6.8%
C=CCNc1oc(/C=C/c2cccc(OC)c2)nc1C#N
  2.4%, -0.3%
COC(=O)c1ccc(COC(=O)c2cc(C(C)=O)c[nH]2)cc1
  -5.1%, -3.3%
COc1ccc(C(CNC(=O)COc2ccc(Cl)c(C)c2)N2CCOCC2)cc1 (configuration not stated)
  -10.8%, 3.2%
Cc1cc(Br)ccc1NC(=O)c1sc2ncn(Cc3ccccc3Cl)c(=O)c2c1C
  18.8%, 8.8%
Cn1c(=O)n(C)c2cc(N3CCOCC3)c(NC(=O)c3ccccc3Br)cc21
  ?, 188.6%[activator]
COc1cccc(-c2ccn[nH]2)c1
  -5.8%, -10.9%
O=C(Nc1c(Cl)cccc1Cl)c1cc(-c2ccc3c(c2)OCO3)on1
  4.5%, 12.5%
O=C(CSc1nnc2ccc(-c3ccc(Br)cc3)nn12)NCc1ccc2c(c1)OCO2
  -5.0%, -18.1%
O=C(c1[nH]c2ccccc2c1Sc1ccc(Cl)cc1)N1CCCCC1
  -6.0%, ?
Cc1ccc(-n2nc(C)c3c(C)c(CCC(=O)NCc4cccc(Cl)c4)c(C)nc32)cc1C
  -9.5%, -37.1%

Sorted by value in AID inh (low to high): some entries from above.
canonical_smiles | AID inh
COC(=O)c1ccc(COC(=O)c2cc(C(C)=O)c[nH]2)cc1 | -3.3%
COc1ccc(C(CNC(=O)COc2ccc(Cl)c(C)c2)N2CCOCC2)cc1 (configuration not stated) | 3.2%
COc1ccc2c(Sc3ccccc3)c(C(=O)NCC(C)c3ccccc3)[nH]c2c1 (configuration not stated) | 6.8%

The results go on:
Sequence of screens – UDG counter, AID inh
CCc1nn(CC(=O)N2CCN(c3cccc(OC)c3)CC2)c(=O)c2cc3occc3n12
  -15.2%, -1.8%
CCN(CC)S(=O)(=O)c1cccc(C(=O)Nc2sc3c(c2C#N)CCC(C)C3)c1 (configuration not stated)
  -6.1%, -13.2%
COc1ccc(CCNC(=O)CCCn2nc(C)c3sc4ccccc4c3c2=O)c(OC)c1
  0.0%, -1.0%
CCC(Sc1nnc2c(=O)n(-c3cccc(OC)c3)ccn12)C(=O)Nc1c(C)cccc1C (configuration not stated)
  -3.4%, -2.5%
CCCCS(=O)(=O)CCCCCO
  5.2%, 13.8%
Cc1ccc2nc(-c3ccc4ccccc4c3)cc(C(=O)O)c2c1
  0.3%, 4.0%
CCc1ccc(NC(=O)C(C)Sc2cccc[n+]2[O-])cc1 (configuration not stated)
  -1.2%, 4.1%
COc1ccc(OC)c(CCNc2nc3cc(OC)c(OC)cc3c3nc(-c4cccnc4)nn23)c1
  -3.2%, 6.0%
COc1ccc(N2CCN(C(=O)CCc3c(C)nc4cc(-c5ccc(Cl)cc5)nn4c3C)CC2)cc1
  0.6%, -8.8%
COc1ccc(NC(=O)c2oc3ccccc3c2NC(=O)Cc2coc3ccc(C)cc23)cc1
  16.2%, 26.9%
Cc1ccc(NC(=O)CSc2cn(CC(=O)N3CCCC3)c3ccccc23)cc1Cl
  -10.4%, 141.3%[activator]
CCCCN(C)c1ccc(-c2n[nH]c(=O)c3ccccc23)cc1[N+](=O)[O-]
  89.1µM*, -11.0%
Cc1nc2cc(NC(=O)COc3ccc(F)cc3)ccc2o1
  -6.1%, -0.8%
CCC(CC)NC(=O)COC(=O)c1cc(C)ccc1C
  5.4%, 4.3%
CC(C)(C)c1nc2cc(NC(=O)Cn3cnc4ccccc4c3=O)ccc2o1
  3.8%, -7.7%
O=C(CSc1nc2ccccc2n1Cc1ccc(F)cc1)N1CCN(c2ccc(F)cc2)CC1
  13.5%, -0.2%
Cc1cccc2c1-c1sc(C(=O)N(C)c3cccc(Cl)c3)cc1CO2
  -26.2%, ?
CC(=O)CCc1ccc(OCC(O)CNC(C)(C)CO)cc1 (configuration not stated)
  0.0%, -1.9%
Cc1cc(C)c(C(=O)/C=C/c2ccco2)cc1C
  -8.0%, -11.4%
Cc1ccc(NC(=O)CN2C(=O)C(c3ccc(F)cc3)=NC23CCCCC3)c(C)c1
  -18.7%, -24.6%
CC(C)(CC(=O)O)CC(=O)Nc1ccc(Oc2ccccc2)cc1
  2.2%, 4.7%
N#Cc1nc(COc2ccc(Cl)cc2Cl)oc1NCc1ccco1
  -2.4%, 40.0%[activator]
Cc1cc(NC(=O)C2CCC(CNS(=O)(=O)c3ccc(Br)s3)CC2)ccc1Br (configuration not stated)
  -11.9%[57.5 µM], -6.7%
Cc1cc(C)n2nc(CNC(=O)c3ccc(Cl)cc3)nc2n1
  -16.7%[57.5 µM], 15.9%
CCc1ccc(NC(=S)N(Cc2ccccc2)Cc2cccs2)cc1
  -12.7%, -11.3%
NC(=O)c1nn(CC(=O)NCCc2ccccc2)c(=O)c2ccccc12
  0.4%, -0.4%
Cc1cccc(NC(=O)c2ccc3snnc3c2)c1
  -10.2%, 0.1%
Cn1nc(C(=O)Nc2ncc(Cc3cccc(C(F)(F)F)c3)s2)c2ccccc2c1=O
  -12.5%, -16.3%
COCCCn1c(-c2ccc(S(=O)(=O)N3CCOCC3)cc2)csc1=Nc1ccccc1
  -12.9%, -12.4%
Cc1cc(Nc2cc(Cl)ccc2C)n2nc(Cc3ccccc3)nc2n1
  6.1%, ?
O=[N+]([O-])c1cc(-c2nc(-c3ccccc3)no2)ccc1NCCc1ccccc1
  -0.9%, -0.9%
COc1cccc(CNS(=O)(=O)c2c(C)nc3scc(C)n3c2=O)c1
  -7.4%, 13.5%
CCN(CCCNC(=O)c1nn(-c2ccc(OC)cc2)c(=O)c2c1c1ccccc1n2C)c1cccc(C)c1
  28.6%, 6.8%
Cc1ccc(OCCSc2nc3cc(S(=O)(=O)N(C)C)ccc3o2)cc1
  1.1%, -4.1%
Cc1ccc(C(=O)C(CC(=O)c2ccc(C)c(C)c2)S(=O)(=O)c2ccc(C)cc2)cc1 (configuration not stated)
  -5.8%, 9.3%
Cc1cccc(-c2nc3c4ccccc4nc(N4CCN(c5ccccc5F)CC4)n3n2)c1
  -11.1%, 0.6%
N#Cc1nc(-c2ccc(F)cc2)oc1NCc1ccc(Cl)cc1
  -4.7%, -3.4%
CCC(NC(=O)C1CCN(C(=O)/C=C/c2ccccc2)CC1)C12CC3CC(CC(C3)C1)C2 (configuration not stated)
  7.6%, -5.2%
COc1cccc(C(=O)N2CCCCC2CCN2CCCCC2)c1 (configuration not stated)
  -1.8%, 154.6%[activator]
CN(C)c1ccc(NC(=O)Cn2c(SCc3ccc(F)cc3)nc3cccnc32)cc1
  -1.2%, 7.0%
CC(=O)Nc1ccc(NC(=O)c2ccc3nc[nH]c3c2)cc1
  4.4%, 78.4%[activator]
Cc1ccc(/C=C/C(=O)OC(C)C(=O)c2ccc(C)c(C)c2)o1 (configuration not stated)
  2.9%, 12.9%
CCOc1ccc(-c2c(C)nn3c(C)c(C(=O)NCc4cccc(OC)c4)cnc23)cc1OCC
  0.0%, ?
O=C(c1cn2ccccc2n1)N1CCN(c2cccc(Cl)c2)CC1
  1.9%, 2.6%
NC(=S)N/N=C/c1cccc(Cl)c1Cl
  -10.7%, -6.9%
O=C(c1ccncc1)N(CCc1ccccc1)Cc1cccs1
  -5.5%, 17.2%
COc1ccc(-c2cn3cccnc3n2)cc1NC(=O)c1ccccc1C(F)(F)F
  -2.7%[57.5 µM], 0.7%
CCn1c(C)c(C(C)=O)c2cc(OCC(O)CN3CCCCCC3)ccc21 (configuration not stated)
  1.7%, 18.6%
O=C(NC(CO)C(=O)O)OCc1ccccc1 (configuration not stated)
  0.2%, 6.1%
CN(Cc1ccccc1)C(=O)C1CCN(Cc2cccc3ccccc23)CC1
  -10.1%, -18.4%
COC(=O)C(C)Oc1ccc2c(=O)c(-c3ccccc3OC)c(C(F)(F)F)oc2c1 (configuration not stated)
  5.0%, 3.1%
COc1ccc(C(=O)N2CCN(c3nc4nc(C)ccc4o3)CC2)cc1
  -12.9%, 5.3%
Cc1ccc(-n2nc3c(N4CCC(C(=O)N5CCC(C)CC5)CC4)nnc(C)c3c2C)cc1
  -15.1%, -0.5%
CC(C)CC(C(=O)NCC1CCN(Cc2ccc(F)cc2)CC1)N1Cc2ccccc2C1=O (configuration not stated)
  ?, 1.7%
O=C(NC1CCCC1)c1cccc(Br)c1
  1.9%, -0.5%
COc1ccc(Cl)cc1NC(=O)CCc1ncc(-c2ccc(Cl)cc2)o1
  -8.6%, -16.2%
Cc1nc2c(oc3ccccc32)c(C)c1C(=O)c1ccc(Cl)cc1
  -8.4%, 1.2%
N#Cc1nc(COc2ccccc2)oc1N1CCC(Cc2ccccc2)CC1
  -4.3%, -8.2%
c1ccc(CCc2nnc(CC3CCCCC3)s2)cc1
  -3.0%, -4.8%
COc1ccc(-c2cn3nc(N4CCC(C(=O)NCc5cccc(Cl)c5)CC4)sc3n2)cc1
  ?, 9.8%

Continuation.
Sequence of screens – UDG counter, AID inh
CC(C)(C)c1nnc2sc(-c3ccc4c(c3)OCO4)nn12
  -1.4%, -6.6%
CC(C)COc1ccc(C(=O)NCC2OCCc3ccccc32)cc1 (configuration not stated)
  14.2%, -5.3%
Cc1cccc(NC(=O)c2oc3c(c2C)-c2[nH]ncc2CC3)c1C
  -29.6%[57.5 µM], ?
CCc1ccc(NC(=O)Nc2cn(C)c(=O)c3ccccc23)cc1
  -4.5%, 36.5%[activator]
COC(=O)c1cc(OC(=O)C(c2ccccc2)c2ccccc2)cc(C(=O)OC)c1
  -2.8%, 1.9%
Cc1cccc(N2CCN(S(=O)(=O)c3ccc(-c4cnc(C5CC5)o4)cc3)CC2)c1C
  -22.6%, ?
CCCCCS(=O)(=O)c1oc(-c2cccs2)nc1S(=O)(=O)c1ccc(C)cc1
  -0.5%, 2.0%
CCOC(=O)c1ccc(NC(=O)c2cnn3c(=O)c4c(n(CC)c23)CCN(Cc2ccc(OC)cc2)C4)cc1
  6.1%, 18.8%
COc1ccc(C(=O)CSc2c(C(C)C)cnc3c2c(=O)n(C)c(=O)n3C)cc1
  -3.2%[57.5 µM], ?
COc1cc2cc(CNc3ccccc3)c(=O)n(CC(=O)Nc3ccc(C)c(Cl)c3)c2cc1OC
  -2.3%, ?

Screening results deposited in PubChem BioAssay by National Center for Advancing Translational Sciences (NCATS).

Some of the compounds tested; count on the stated rates, not on these rows.
